Compound activity (PubChem BioAssay)
PPARg SRC-1 ag: promotes SRC-1 coactivator recruitment by human PPARgamma | P37231 | PPARgamma-SRC-1 coactivator recruitment biochemical assay | activation, % at 8 µM | actives 0.41% (n = 200,000) | AID 631; in the data active = activation above about 19%;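 also: 0% = DMSO and 100% = reference agonist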
SRC2 TRFRET art: counter-screen for PPARgamma SRC-2 recruitment agonists: TR-FRET artefact; TR-FRET ratio at 8 µM; active compounds read high; actives 0.4% (n = 200,000); in the data active = TR-FRET ratio above about 2000; also: inactives centre near 1500
PPARg SRC3 recr: promotes SRC-3 coactivator recruitment by human PPARgamma. biochemical PPARgamma/SRC-3 coactivator recruitment assay. activation, % at 8 µM. actives 0.26% (n = 200,000). AID 731; in the data active = activation above about 23%;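 also: 0% = DMSO and 100% = reference agonist; some compounds past the cut are filed as inactive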
STAT1 inh: reduces IFN-gamma driven STAT1 reporter signal. inhibition, % at 5.5 µM. actives 0.35% (n = 200,000). NIH 3T3 STAT1-luciferase reporter, luminescence;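 active = inhibition above a set limit, the mean inhibition across all tested compounds plus 3 SD, cut at about 34% in these data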;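 also: 0% = IFN-gamma with DMSO and 100% = IFN-gamma with 300 µM nifuroxazide; values of inactives mirror those of a sister screen read the other way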
bIAP inhibitor: blocks bovine intestinal alkaline phosphatase activity; 190,000 tested, under 10 active; inhibition, % at 20 µM; purified bovine IAP, CDP-star luminescence, 30 min; AID 1019;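 active = over 50% inhibition of intestinal alkaline phosphatase at 20 µM in the single-dose screen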
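Assay system – bovine IAP enzyme · Quantity – bovine IAP at 1/65,000,000 final dilution · Detection – CDP-star luminescence signal · Times – 30 min reaction at room temperature · Also added – CDP-star substrate at 30 µM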
PPARg SRC-2 ag: promotes SRC-2 coactivator recruitment by human PPARgamma. PPARgamma LBD-SRC-2 recruitment, biochemical. actives 0.34% (n = 200,000). activation, % at 8 µM; in the data active = activation above about 22%;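 also: 0% = vehicle and 100% = reference agonist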
bIAP activator: increases bovine intestinal alkaline phosphatase activity | purified bovine IAP, CDP-star luminescence, 30 min; active compounds read high; fold of DMSO-control signal, blank-subtracted | activation factor at 20 µM | actives 0.17% (n = 200,000) | AID 1016;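 active = activation factor of 2 or more at 20 µM, a signal rise over negative controls twice the positive control's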
STAT3 act: activators of IL-6 induced STAT3 signaling | activation (% of control), % at 5.6 µM | actives 0.91% (n = 190,000) | U3A cells, IL-6 STAT3-luciferase reporter, luminescence; 100% = signal with IL-6 EC80 alone;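 active = activation above the screen-wide mean of compound activation plus 3 SD, cut at about 130% in these data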;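 also: 0% = background luminescence of wells with medium and substrate only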
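Test system: Human STAT1-deficient U3A cells with stable STAT3-luciferase reporter | Also added: Interleukin-6, 33 ng/mL | Timing: Compound pre-incubation 1 h before IL-6, then 6 h stimulation at 37 °C | Technique: Luciferase reporter luminescence | Read-out: Percent of IL-6-only median luminescence | Benchmarks: IL-6-only wells as 100% reference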
STAT3 inh: STAT3 signaling inhibition | U3A cells, IL-6 STAT3-luciferase reporter, luminescence; host cell line lacks STAT1 | inhibition, % at 5.5 µM | actives 0.89% (n = 190,000) | AID 862;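 active = inhibition above the mean inhibition across all screened compounds plus 3 SD, cut at about 44% in these data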;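 also: 0% = DMSO only wells and 100% = 100 µM nifuroxazide control wells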
ROMK mod: modulators of human ROMK potassium channel. P48048. Tet-inducible ROMK, thallium flux fluorescence; actives lie on both sides. B-score at 10 µM. actives 2% (n = 130,000). AID 1918;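 active = signal ratio slope over the read window, or its plate-corrected B-score, at least 3 SD from the plate mean, either direction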;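 also: B-score of the F/F0 ratio slope over 7 to 12 s after thallium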
Target sequence (P48048 whole entry, looked up): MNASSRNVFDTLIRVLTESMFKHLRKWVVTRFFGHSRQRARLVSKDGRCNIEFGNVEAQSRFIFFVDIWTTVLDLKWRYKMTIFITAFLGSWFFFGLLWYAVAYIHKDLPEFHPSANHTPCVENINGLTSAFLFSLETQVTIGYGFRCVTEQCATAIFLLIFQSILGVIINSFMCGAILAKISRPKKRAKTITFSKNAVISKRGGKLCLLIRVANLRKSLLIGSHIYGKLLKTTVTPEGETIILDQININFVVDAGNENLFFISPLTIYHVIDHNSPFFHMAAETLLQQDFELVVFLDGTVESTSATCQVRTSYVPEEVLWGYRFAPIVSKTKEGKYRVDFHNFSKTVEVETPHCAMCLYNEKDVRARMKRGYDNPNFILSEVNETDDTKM
TNAP act hi DEA: increases human TNAP activity under high phosphate acceptor concentration | P05186 | purified TNAP, CDP-star luminescence, 1 M DEA, 30 min; active compounds read high; 0 = EDTA background, 1 = DMSO-only activity | activation factor at 20 µM | 200,000 tested, under 10 active;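 active = activation factor at least 2 at 20 µM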
Target sequence (P05186 whole entry, looked up): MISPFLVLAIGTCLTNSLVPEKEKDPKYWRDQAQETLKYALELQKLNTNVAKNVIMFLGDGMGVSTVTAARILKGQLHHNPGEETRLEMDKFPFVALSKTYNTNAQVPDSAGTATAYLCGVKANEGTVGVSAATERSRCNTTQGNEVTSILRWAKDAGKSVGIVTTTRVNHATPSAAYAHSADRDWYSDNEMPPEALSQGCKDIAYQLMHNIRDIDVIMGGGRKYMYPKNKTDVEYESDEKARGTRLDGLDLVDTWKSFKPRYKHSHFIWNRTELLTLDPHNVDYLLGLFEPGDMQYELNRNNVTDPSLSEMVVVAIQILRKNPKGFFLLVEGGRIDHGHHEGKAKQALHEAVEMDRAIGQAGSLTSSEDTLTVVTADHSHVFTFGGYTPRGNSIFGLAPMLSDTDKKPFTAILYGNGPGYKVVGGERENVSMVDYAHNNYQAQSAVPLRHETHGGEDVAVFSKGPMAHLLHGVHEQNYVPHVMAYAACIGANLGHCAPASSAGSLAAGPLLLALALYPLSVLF
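Measured by: Luminescent substrate turnover signal | Test system: Human TNAP | Input: TNAP 1/800 final | Dosing: 20 µM single point | Schedule: 30 min, room temperature | Controls: EDTA wells as negative control, DMSO wells as positive control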
Starred values were filed as active, the others as inactive; · = no result given.

SMILES | PPARg SRC-1 ag | SRC2 TRFRET art | PPARg SRC3 recr | STAT1 inh | bIAP inhibitor | PPARg SRC-2 ag | bIAP activator | STAT3 act | STAT3 inh | ROMK mod | TNAP act hi DEA
Cc1nn(C)c(C(=O)NC2C3CC4CC(C3)CC2C4)c1Cl (centres undefined) | 8 | 1614 | 3 | 0 | -10 | 0 | 1.1 | 98 | 3 | -0.88 | 1
O=C(O)/C=C/C(=O)Nc1ccc(SC(F)(F)F)cc1 | -6 | 1616 | -3 | 9 | 1 | -1 | 1 | 96 | 8 | -0.76 | 1
COc1ccc(NS(=O)(=O)c2cccc(NC(=O)CCC(=O)c3cccs3)c2)cc1 | -11 | 1515 | 1 | 6 | 17 | 3 | 0.8 | 98 | 11 | -0.85 | 1
CC(C)Oc1cc(NC(=O)CS(=O)CC(=O)N(C)C)c(Cl)cc1Cl (centres undefined) | 5 | 1343 | -1 | 0 | -11 | -3 | 1.1 | 105 | 0 | 0.042 | 0.8
CC(=O)Nc1ccc(Nc2cc(C)nc3c(-c4ccc(Cl)cc4)cnn23)cc1 | 3 | 1603 | -1 | -22 | -26 | 8 | 1.3 | 101 | 2 | · | 1
O=C(CCC(=O)c1cccs1)NCC(=O)Nc1ccc(F)c(F)c1F | 6 | 1450 | -1 | 11 | 1 | 0 | 1 | 99 | -1 | -0.8 | 1
CCOC(=O)C1=C(C)N=c2sc(=C(C)C)c(=O)n2C1c1ccc(N(C)C)cc1 (centres undefined) | 3 | 1544 | 7 | 3 | · | 5 | · | 100 | 2 | -0.53 | ·
Cc1nc2cc(-n3ccc(=O)cc3)ccc2n1-c1ccccc1 | 3 | 1457 | 2 | 5 | 8 | -4 | 0.9 | 98 | 7 | · | 1
COC(=O)C1=C(C)NC(C)=C(C(=O)OC)C1c1cc2cc(C)ccc2[nH]c1=O | 1 | 1387 | -11 | -1 | -6 | -1 | 1.1 | 92 | 15 | · | 1
CC1C(=NO)C(C)C(c2ccccc2)NC1c1ccccc1 (centres undefined) | -2 | 1592 | 2 | 5 | 6 | 3 | 0.9 | 98 | 9 | 0.18 | 1
O=C1CS/C(=N/N=C/c2ccc(OS(=O)(=O)c3ccccc3)cc2)N1 | 5 | 1501 | 3 | -2 | -8 | -5 | 1.1 | 100 | 0 | -0.35 | 1
CC(=O)c1ccc(NC(=S)N2CCN(C(=S)Nc3ccc(C(C)=O)cc3)C(C)C2)cc1 (centres undefined) | 3 | 1627 | 7 | 0 | -5 | 8 | 1.1 | 95 | 12 | -0.11 | 1.1
COc1cccc(N(CC(=O)NCc2cccnc2)S(C)(=O)=O)c1 | -2 | 1378 | 0 | -2 | 6 | 9 | 0.9 | 107 | -7 | 0.01 | 1
CSc1ccc(/C=C(\C(=O)O)c2ccc(S(=O)(=O)N3CCCCC3)s2)cc1 | 8 | 1651 | 8 | 4 | 13 | 9 | 0.9 | 96 | 0 | · | 1
O=C(Nc1ccc(NC(=S)NC(=O)c2cccs2)cc1)c1ccco1 | -2 | 1718 | 2 | -2 | 23 | 5 | 0.8 | 89 | 15 | -0.7 | 1

Some of these compounds in order of number of heavy atoms, smallest number first:
SMILES | PPARg SRC-1 ag | SRC2 TRFRET art | PPARg SRC3 recr | STAT1 inh | bIAP inhibitor | PPARg SRC-2 ag | bIAP activator | STAT3 act | STAT3 inh | ROMK mod | TNAP act hi DEA
O=C(O)/C=C/C(=O)Nc1ccc(SC(F)(F)F)cc1 | -6 | 1616 | -3 | 9 | 1 | -1 | 1 | 96 | 8 | -0.76 | 1
Cc1nn(C)c(C(=O)NC2C3CC4CC(C3)CC2C4)c1Cl (centres undefined) | 8 | 1614 | 3 | 0 | -10 | 0 | 1.1 | 98 | 3 | -0.88 | 1
CC1C(=NO)C(C)C(c2ccccc2)NC1c1ccccc1 (centres undefined) | -2 | 1592 | 2 | 5 | 6 | 3 | 0.9 | 98 | 9 | 0.18 | 1
Cc1nc2cc(-n3ccc(=O)cc3)ccc2n1-c1ccccc1 | 3 | 1457 | 2 | 5 | 8 | -4 | 0.9 | 98 | 7 | · | 1
COc1cccc(N(CC(=O)NCc2cccnc2)S(C)(=O)=O)c1 | -2 | 1378 | 0 | -2 | 6 | 9 | 0.9 | 107 | -7 | 0.01 | 1
O=C(CCC(=O)c1cccs1)NCC(=O)Nc1ccc(F)c(F)c1F | 6 | 1450 | -1 | 11 | 1 | 0 | 1 | 99 | -1 | -0.8 | 1
CSc1ccc(/C=C(\C(=O)O)c2ccc(S(=O)(=O)N3CCCCC3)s2)cc1 | 8 | 1651 | 8 | 4 | 13 | 9 | 0.9 | 96 | 0 | · | 1
CC(=O)Nc1ccc(Nc2cc(C)nc3c(-c4ccc(Cl)cc4)cnn23)cc1 | 3 | 1603 | -1 | -22 | -26 | 8 | 1.3 | 101 | 2 | · | 1
COc1ccc(NS(=O)(=O)c2cccc(NC(=O)CCC(=O)c3cccs3)c2)cc1 | -11 | 1515 | 1 | 6 | 17 | 3 | 0.8 | 98 | 11 | -0.85 | 1
CC(=O)c1ccc(NC(=S)N2CCN(C(=S)Nc3ccc(C(C)=O)cc3)C(C)C2)cc1 (centres undefined) | 3 | 1627 | 7 | 0 | -5 | 8 | 1.1 | 95 | 12 | -0.11 | 1.1

Going on with the list.
SMILES | PPARg SRC-1 ag | SRC2 TRFRET art | PPARg SRC3 recr | STAT1 inh | bIAP inhibitor | PPARg SRC-2 ag | bIAP activator | STAT3 act | STAT3 inh | ROMK mod | TNAP act hi DEA
O=C1CC(C(=O)Nc2ccccc2)C2(CCCCC2)O1 (centres undefined) | 1 | 1591 | 8 | 8 | 9 | 4 | 0.9 | 96 | 6 | · | 1
CS(=O)(=O)N(Cc1ccccc1)c1ccc(C(=O)NCc2cccnc2)cc1 | -2 | 1376 | -4 | -2 | 8 | -1 | 0.9 | 97 | 5 | -0.12 | 1
O=C1/C(=C\c2ccsc2)NC(=S)N1c1ccccc1 | -5 | 1582 | 1 | 16 | 2 | 3 | 1 | 106 | -5 | 0.08 | 1
COC(=O)C(CC(=O)c1ccc(Cl)cc1)c1ccc(C)cc1 (centres undefined) | 2 | 1504 | -9 | -1 | 13 | -1 | 0.9 | 95 | 9 | · | 1.1
COc1ccc(-n2c(C)cc(C(=O)CSc3ccc(NC(C)=O)cc3)c2C)cc1 | -2 | 1418 | 2 | -7 | 0 | 6 | 1 | 102 | -1 | -0.018 | 1
CCC(=O)Nc1nnc(CSCc2ccccc2)s1 | 6 | 1652 | 4 | -2 | 10 | -11 | 0.9 | 100 | 5 | · | 1
C(#CCN1CCC(Cc2ccccc2)CC1)COCCOCc1ccccc1 | 0 | 1356 | -3 | 3 | 3 | -2 | 1 | 108 | -5 | -3* | 1.1
S=c1[nH]nc(-c2ccco2)n1/N=C/c1cccs1 | 0 | 1449 | 2 | -11 | -27 | 0 | 1.3 | 109 | -12 | 0.59 | 1
COc1ccccc1NC(=O)Cc1c(F)cccc1Cl | 13 | 1615 | 0 | 8 | 20 | 3 | 0.8 | 83 | 24 | · | 1
CCN(c1cccc(C(F)(F)F)c1)S(=O)(=O)c1ccc2c(c1)CCN2C(=O)C1CC1 | -1 | 1515 | -1 | 2 | 8 | -4 | 0.9 | 101 | 3 | · | 1
CC(C)(C)c1nnc(NC(=O)CN2C(=O)C3C4C=CC(C4)C3C2=O)s1 (centres undefined) | 0 | 1429 | 36* | -8 | 0 | -11 | 1 | 112 | -9 | · | 1
CC(C)c1ccc(NC(=S)NCc2ccc3c(c2)OCO3)cc1 | 14 | 1785 | 4 | 0 | 7 | 9 | 0.9 | 101 | 4 | 0.11 | 1
CN(C)CCN1C(=O)c2oc3ccc(F)cc3c(=O)c2C1c1ccncc1 (centres undefined) | 2 | 1431 | -1 | -1 | 7 | 7 | 0.9 | 98 | 11 | · | 1
O=c1cc2c(nn1Cc1c(Cl)cccc1Cl)-c1ccccc1CC2 | -2 | 1703 | 15 | -5 | 17 | 15 | 0.8 | 90 | 16 | -0.27 | 1.1
NCCN=C1NS(=O)(=O)c2ccccc21 | -2 | 1539 | -19 | -2 | -1 | 1 | 1 | 104 | -3 | 0.23 | 1
NC(=O)CS(=O)(=O)c1nc2ccccc2n1CC(=O)N1CCCCC1 | 5 | 1626 | 4 | -2 | 6 | 3 | 0.9 | 97 | 8 | -1.3 | 1
O=C(Oc1ccc(-n2cnnn2)cc1)c1ccco1 | 3 | 1482 | 4 | -5 | 5 | 5 | 1 | 95 | 11 | · | 1
OCCN1CCN(Cc2cc(Cl)c3cccnc3c2O)CC1 | -5 | 1416 | 7 | -3 | -27 | 3 | 1.3 | 109 | -6 | -0.066 | 1
COC(=O)c1ccccc1NC(=O)C1CCCN(S(C)(=O)=O)C1 (centres undefined) | -4 | 1439 | 4 | 4 | 1 | 8 | 1 | 99 | 4 | · | 1
O=C(NCCC(=O)N1CCN(c2ncccn2)CC1)c1ccccc1Cl | 4 | 1457 | -10 | -5 | 7 | -7 | 0.9 | 110 | -14 | 0.99 | 1
N#Cc1cc(N2CCCCC2)c([N+](=O)[O-])cc1C#N | 5 | 1478 | -1 | 2 | 11 | 1 | 0.9 | 103 | -6 | -0.52 | 0.9
Cc1cc(-n2nc(C)cc2C)nc(NS(=O)(=O)c2ccccc2)n1 | -6 | 1436 | -4 | -2 | 3 | 1 | 1 | 102 | 4 | -0.79 | 1
CC(=O)Nc1ccc(NC(=O)CSc2ccc(-c3cccs3)nn2)cc1 | 2 | 1685 | -1 | -6 | -7 | 6 | 1.1 | 99 | 2 | -0.87 | 1
CC1=CC2=NC(=O)/C(=C\c3cccn3CCOc3cc(C)ccc3C)C(=N)N2O1 | -1 | 1429 | 0 | 4 | 4 | 2 | 1 | 95 | 5 | 0.67 | 1
COC(=O)c1ccc2c(=O)n(CCO)c(=S)[nH]c2c1 | 4 | 1681 | 9 | 3 | 6 | 3 | 0.9 | 101 | 3 | · | 1.1
Cc1cc(C(F)(F)F)nn1CC(=O)NNC(=S)NCC(C)C | 0 | 1657 | 4 | 1 | -29 | 6 | 1.3 | 89 | 12 | 0.0065 | 1.1
Cc1[nH]c2ccccc2c1Cc1nnc(SCCC#N)o1 | -14 | 1369 | -13 | -8 | 7 | -7 | 0.9 | 101 | 2 | -0.037 | 1
CCCCNS(=O)(=O)c1ccc2c(c1)oc(=O)n2CC(=O)OCC | 8 | 1724 | -2 | -3 | 18 | 3 | 0.8 | 103 | 2 | · | 1.1
COc1ccc(S(=O)(=O)NCCCCCC(=O)NCCCN2CCOCC2)cc1 | -2 | 1657 | 6 | 10 | -1 | 0 | 1 | 99 | 4 | -1.7 | 1
CCCCOCCCNC1=NCCCCC1 | 5 | 1519 | 0 | 6 | 6 | 6 | 0.9 | 102 | 7 | -0.11 | 1
CCOC(=O)C(Cc1ccccc1)NC(=O)Cn1nnc(-c2ccccc2)n1 (centres undefined) | 2 | 1738 | -9 | 1 | 7 | -3 | 0.9 | 108 | -5 | -0.089 | 1
